# Screening results as filed in PubChem BioAssay.
# CHO parental Ca: signal in parental CHO cells, OX1R antagonist counter-screen. AID 463079. inhibition, % at 5.6 µM. parental CHO-K1, ATP-induced calcium, Fluo-8 fluorescence. 330,000 compounds, 0.63% hits;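 active = inhibition above that plate's mean sample inhibition plus 3 SD, cut at about 26% in these data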;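 note: 0% = ATP-challenged DMSO wells and 100% = DMSO wells without ATP; some compounds past the cut are filed as inactive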
#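 Assay system: parental CHO cells; Read-out basis: percent inhibition of ATP-evoked calcium rise, normalized to controls; Benchmarks: ATP and no-ATP DMSO wells; Compound dosing: single nominal dose of 5.6 µM per compound; Signal: Fluo-8 calcium dye fluorescence; Also added: ATP as calcium-mobilizing challenge; Repeats: singlicate.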
# V1R ag counter: activates human V1a receptor in oxytocin agonist counter-screen; P37288; CHO-V1R cells, Fluo-8 calcium fluorescence, agonist mode; 0% DMSO, 100% 3 nM vasopressin; activation, % at 3 µM; 320,000 compounds, 0.25% hits; AID 2797;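 active = activation above the mean activation of all tested compounds plus 3 SD, per screening run, cut at about 20% in these data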;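 note: signal is peak over basal fluorescence ratio across a 100 second FLIPR read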
# OXTR potentiate: human OXTR potentiation | P30559 | CHO-OTR cells, Fluo-8 calcium fluorescence, potentiator mode; 0% = oxytocin EC15, 100% = EC100 | activation, % at 3 µM | 320,000 compounds, 0.061% hits | AID 2445;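 active = activation above that plate's cutoff, the mean activation of tested compounds plus 3 SD, cut at about 6.6% in these data, passing the limit was not always enough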;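 note: 100% uses oxytocin at 75 nM as the full agonist control; some results filed as inactive read as strong as hits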
# Target sequence (P30559 whole entry, looked up): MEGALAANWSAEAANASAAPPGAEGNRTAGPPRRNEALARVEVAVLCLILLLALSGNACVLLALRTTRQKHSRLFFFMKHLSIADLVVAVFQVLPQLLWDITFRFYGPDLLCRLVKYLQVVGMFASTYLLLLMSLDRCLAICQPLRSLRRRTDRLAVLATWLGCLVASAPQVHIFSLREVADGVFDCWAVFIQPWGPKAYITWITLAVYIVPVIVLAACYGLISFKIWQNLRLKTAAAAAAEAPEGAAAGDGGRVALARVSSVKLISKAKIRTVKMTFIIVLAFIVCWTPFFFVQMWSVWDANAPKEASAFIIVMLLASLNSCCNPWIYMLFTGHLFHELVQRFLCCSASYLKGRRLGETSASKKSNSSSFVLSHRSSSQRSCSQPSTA
#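 test system = CHO-OTR cells, human receptor | compound = single-point 3.0 µM | schedule = 6 min compound pre-incubation at room temperature, 100 s kinetic read | signal = Fluo-8 no-wash calcium dye fluorescence, excitation 470-495 nm, emission 515-575 nm | repeats = single well per compound, singlicate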
# TAAR1 ag: agonists of human TAAR1 | CHO RD-HGA16 TAAR1, Fluo-8 calcium fluorescence; vehicle wells 0%, saturating PEA agonist 100% | AID 624467 | activation, % at 3 µM | 360,000 compounds, 0.99% hits | Q96RJ0;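 active = activation above the mean activation of all test compounds in the run plus 3 SD, cut at about 38% in these data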
#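 Test system: RD-HGA16 (CHO) cells co-expressing Gα16 and hTAAR1 / Benchmarks: DMSO vehicle as 0%, PEA at EC100 as 100% / Repeats: no replicates (n 1) / Measure: % activation from peak over basal fluorescence ratio, DMSO-to-PEA scaled / Timing: 17-24 h plating, Fluo-8 75 min 37 °C, 30 min RT / Technique: kinetic Fluo-8 calcium fluorescence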
# CHO-K1 Ca antag: nonselective inhibitor or artifact in parental CHO-K1 cells; ATP-induced calcium, Fluo-8 fluorescence; inhibition, % at 3 µM; 360,000 compounds, 0.6% hits;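 active = inhibition above a per-plate cutoff, the plate's mean sample inhibition plus 3 SD, cut at about 24% in these data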;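 note: 0% = DMSO plus EC80 ATP and 100% = DMSO alone without ATP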
# CHO-K1 Ca ag: nonselective activator or artifact in parental CHO-K1 cells | Fluo-8 calcium fluorescence; scaled to maximal ATP response, vehicle zero | activation, % at 3 µM | 360,000 compounds, 0.48% hits; in the data active = activation above about 15%;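 note: untransfected CHO-K1 host cells lacking M1 receptor as counterscreen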
# CHRM1 agonist: human M1 muscarinic receptor agonism; AID 588814; P11229; activation, % at 3 µM; CHO-K1 hM1, Fluo-8 calcium fluorescence, agonist mode; 0% DMSO, 100% acetylcholine EC100; 360,000 compounds, 0.33% hits;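 active = activation above the run's mean compound activation plus 3 SD, cut at about 16% in these data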;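 note: peak over basal fluorescence ratio within a 140 s kinetic read after compound addition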
# Target sequence (P11229 whole entry, looked up): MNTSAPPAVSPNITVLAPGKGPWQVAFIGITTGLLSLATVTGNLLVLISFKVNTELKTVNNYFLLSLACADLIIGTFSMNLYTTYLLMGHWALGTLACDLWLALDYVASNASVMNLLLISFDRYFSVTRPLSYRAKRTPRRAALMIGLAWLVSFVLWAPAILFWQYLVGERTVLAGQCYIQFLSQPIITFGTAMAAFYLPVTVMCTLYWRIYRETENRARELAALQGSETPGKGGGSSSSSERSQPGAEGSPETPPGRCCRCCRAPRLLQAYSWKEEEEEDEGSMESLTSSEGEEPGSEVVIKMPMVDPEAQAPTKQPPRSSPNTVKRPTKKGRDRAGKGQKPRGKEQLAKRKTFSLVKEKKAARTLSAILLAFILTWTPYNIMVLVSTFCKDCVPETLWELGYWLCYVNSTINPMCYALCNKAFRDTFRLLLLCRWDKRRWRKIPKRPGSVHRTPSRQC
# TAAR1 antag: human TAAR1 antagonism. CHO RD-HGA16 TAAR1, Fluo-8 calcium fluorescence, antagonist. AID 624466. 360,000 compounds, 1.5% hits. inhibition, % at 3 µM;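 active = inhibition above a per-plate cutoff, the mean inhibition of test compounds on that plate plus 3 SD, cut at about 49% in these data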;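 note: 0% = DMSO plus EC80 beta-PEA response and 100% = DMSO alone without agonist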
#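 System: CHO RD-HGA16 cells bearing hTAAR1. Reagent: EC80 β-phenethylamine stimulus. Schedule: seeding 17-24 h prior, 75-min 37 °C, 30-min RT dye loading. Signal: Fluo-8 intracellular calcium dye fluorescence, real-time kinetic reads. Read-out: % inhibition from peak post-agonist over basal fluorescence ratio. Benchmarks: vehicle wells and EC80 agonist wells. Replicates: n of 1.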
# M1 PAM parental: M1 PAM counterscreen hit in parental CHO-K1 cells. activation, % at 3 µM. ATP EC20, Fluo-8 calcium fluorescence; 0% at ATP EC20, 100% at ATP max. 360,000 compounds, 0.02% hits;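 active = activation above the run cutoff, the mean activation of all test compounds plus 3 SD, cut at about 40% in these data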;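 note: peak over basal fluorescence ratio in a 140 s read after ATP addition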
# Active calls of the source: *; . = not tested or not shown.
SMILES,CHO parental Ca,V1R ag counter,OXTR potentiate,TAAR1 ag,CHO-K1 Ca antag,CHO-K1 Ca ag,CHRM1 agonist,TAAR1 antag,M1 PAM parental
COc1cc(/C=N/NC(=O)c2ccc(CSc3nncn3C)cc2)cc(OC)c1O,0,0.9,-4,1,-3,0.0,-3,-16,16
CCCc1ccc(OCc2nc(-c3ccc(NC(=O)c4ccco4)cc3)no2)cc1,-12,0.2,-12,3,-7,-0.1,-3,4,1
COCCCNC(=O)c1cccc(S(=O)(=O)N2CC3(C)CC2CC(C)(C)C3)c1 (configuration not stated),-27,-0.3,-6,0,-10,0.5,-7,-3,0
O=C(c1cccc(F)c1)N1CCC(N2CCCCCC2)CC1,-4,-0.3,0,2,-10,0.3,-5,1,13
COC(=O)C[C@H]1C[C@@H]2c3cc(NC(=O)Nc4ccccc4)ccc3O[C@@H]2[C@@H](CO)O1,.,.,.,4,16,1.6,-2,9,-6
CC(=O)Nc1ccc(-c2cc(-c3ccc(NC(C)=O)cc3)nc(-c3ccccc3)n2)cc1,-3,0.7,-2,4,-5,0.1,0,1,3
CCOC(CNC(=O)CCc1c(C)nc2ncnn2c1C)OCC,-11,1.2,2,9,-24,0.1,-3,2,14
Cc1cc(OCC(=O)Nc2ccncc2)c(C)cc1Br,58*,17,-10,16,32*,14,4,-2,-15
CC(C)(C)[C@@H]1C=C(C(=O)N2CCN(Cc3ccccc3)CC2)O[C@H](OCCCCO)C1,-13,-1.0,-11,4,-8,1.5,-5,13,7
CCOc1ccc(C(C)=O)cc1COC(=O)c1ccccc1C(=O)N(C)Cc1ccccc1,.,.,.,8,2,6.6,0,35,13
O=C(NN1CCOCC1)c1cc(Cl)ccc1Cl,7,1.8,-8,2,6,0.8,1,-38,-9
C=CCSc1nnc2c(n1)OC(c1cccnc1)Nc1ccccc1-2 (configuration not stated),-12,-0.4,-18,13,8,-0.3,-1,-2,-5
CCc1ccc(-c2csc(NC(=O)C3=COCCO3)n2)cc1,-20,-0.2,-4,10,-11,-0.8,-4,-10,-8
O=C(NCCCn1ccnc1)c1cnn2c1NC(c1ccccc1)CC2C(F)(F)F (configuration not stated),-6,0.3,6,0,-12,0.6,-12,-4,15
CCOC(=O)C1CCCN(c2c(NCCc3ccc(S(N)(=O)=O)cc3)c(=O)c2=O)C1 (configuration not stated),3,1.1,3,0,2,0.1,-1,-10,12
CCOC(=O)C(NC(=O)c1ccccc1)C(C)(C)SCc1ccccc1 (configuration not stated),.,.,.,-2,-14,-0.1,-5,-1,12
CC(C)(C)c1ccc(OCc2nnc(SCC(N)=O)n2N)cc1,10,0.0,-1,1,-14,1.9,-6,-11,20
COc1cc(-c2nnc3n2N=C(c2ccccc2)CS3)cc(OC)c1OC,-27,-1.7,-11,8,10,3.8,-1,37,6
COCc1cc(C)nc(SCC(=O)Nc2cc(C(F)(F)F)ccc2N2CCOCC2)c1C#N,-7,1.7,-1,-1,-6,0.3,-4,-2,13
CC(C)OCCCNC(=O)CCC(=O)NNc1nc2ccccc2c2nc(-c3ccccc3)nn12,-13,0.1,-7,8,4,0.8,-3,20,4

# Rewritten tab-delimited: 9 of the compounds above
mol	CHO parental Ca	V1R ag counter	OXTR potentiate	TAAR1 ag	CHO-K1 Ca antag	CHO-K1 Ca ag	CHRM1 agonist	TAAR1 antag	M1 PAM parental
CC(C)(C)[C@@H]1C=C(C(=O)N2CCN(Cc3ccccc3)CC2)O[C@H](OCCCCO)C1	-13	-1.0	-11	4	-8	1.5	-5	13	7
CCOc1ccc(C(C)=O)cc1COC(=O)c1ccccc1C(=O)N(C)Cc1ccccc1	.	.	.	8	2	6.6	0	35	13
O=C(NN1CCOCC1)c1cc(Cl)ccc1Cl	7	1.8	-8	2	6	0.8	1	-38	-9
C=CCSc1nnc2c(n1)OC(c1cccnc1)Nc1ccccc1-2 (configuration not stated)	-12	-0.4	-18	13	8	-0.3	-1	-2	-5
CCc1ccc(-c2csc(NC(=O)C3=COCCO3)n2)cc1	-20	-0.2	-4	10	-11	-0.8	-4	-10	-8
O=C(NCCCn1ccnc1)c1cnn2c1NC(c1ccccc1)CC2C(F)(F)F (configuration not stated)	-6	0.3	6	0	-12	0.6	-12	-4	15
CCOC(=O)C1CCCN(c2c(NCCc3ccc(S(N)(=O)=O)cc3)c(=O)c2=O)C1 (configuration not stated)	3	1.1	3	0	2	0.1	-1	-10	12
CCOC(=O)C(NC(=O)c1ccccc1)C(C)(C)SCc1ccccc1 (configuration not stated)	.	.	.	-2	-14	-0.1	-5	-1	12
CC(C)(C)c1ccc(OCc2nnc(SCC(N)=O)n2N)cc1	10	0.0	-1	1	-14	1.9	-6	-11	20

# Additional entries.
SMILES,CHO parental Ca,V1R ag counter,OXTR potentiate,TAAR1 ag,CHO-K1 Ca antag,CHO-K1 Ca ag,CHRM1 agonist,TAAR1 antag,M1 PAM parental
CCCCN(C)C(=S)Nc1ccc2nc3n(c(=O)c2c1)CCCCC3,-4,1.9,-2,1,9,0.7,-7,0,-14
OC[C@@H]1CN(Cc2ccc3c(c2)OCO3)C[C@H](n2cnc3c(N4CCOCC4)ncnc32)O1,.,.,.,3,3,0.9,-3,-10,-13
CN1C2CCC1CC(NS(=O)(=O)c1cccc(C(F)(F)F)c1)C2 (configuration not stated),-12,-0.3,-9,0,3,0.4,-5,-10,-11
Cc1cccc(-c2c(NC(=O)c3ccco3)oc3c(C)cccc3c2=O)c1,-27,3.2,-11,4,-10,3.1,-2,8,-1
CC(=O)NCCc1ccc(C(=O)COC(=O)c2cc(C)oc2C)cc1,-11,0.4,-7,3,-14,0.8,-2,0,12
C[C@H](CO)N1C[C@H](C)[C@@H](CN(C)C(=O)NC2CCCCC2)Oc2c(NC(=O)Cc3ccccc3)cccc2C1=O,-28,0.7,2,8,-8,0.3,-3,5,14
COc1cccc2c1OC1(C)CC2NC(=O)N1Cc1ccccc1 (configuration not stated),-2,0.1,-8,2,-3,4.1,-3,10,14
O=C(NN=Cc1ccccc1Cl)c1ccc([N+](=O)[O-])cc1,.,.,.,0,-8,-0.1,-1,15,5
Cn1c(=O)[nH]c(=O)c2c1nc1n2CCS1,-8,0.6,-3,1,0,0.6,-5,-6,9
C[C@@H]1CN([C@H](C)CO)C(=O)CCCn2nncc2CO[C@H]1CN(C)Cc1ccc(Oc2ccccc2)cc1,.,.,.,0,-6,0.9,-11,-18,15
CCn1c(N2CCN(CC(=O)c3c[nH]c4ccccc34)CC2)nc2c1c(=O)[nH]c(=O)n2C,2,0.1,-11,10,2,0.0,-6,19,0
CCOc1ccc(Br)cc1C1C(C(=O)OC)=C(N)Oc2cc(N(C)C)ccc21 (configuration not stated),-12,-0.2,-18,-2,-2,0.6,-3,-23,21
Cc1ccc(OCc2cc(C(=O)NCC3COCCO3)no2)cc1C (configuration not stated),-18,0.6,-13,9,-8,0.1,-2,-22,-5
O=C(NCCCN1CCOCC1)c1coc2ccccc2c1=O,-7,0.2,-8,9,18,-0.2,-4,-3,-5
COc1ccccc1C1C2=C(CCCC2=O)N(CC(=O)O)C2=C1C(=O)CCC2,-11,-0.2,-11,0,-9,0.7,-4,0,16
CC1CCC(NC(=O)C2CCN(S(=O)(=O)c3cccc4nonc34)CC2)CC1 (configuration not stated),-11,0.6,-12,3,-10,1.3,-3,-31,-5
COC(=O)c1cn(NC(=O)Cc2ccccc2Br)c(=O)c2ccccc12,-13,-1.1,-9,1,-17,-0.2,-6,-9,11
COC(=O)c1cc(-c2ccc(C)cc2)n[nH]1,-6,0.5,-4,11,7,11,-6,-19,8
O=C(CCNC(=O)c1ccc(Cl)cc1)Nc1ccccc1Cl,-6,0.0,-11,-1,-4,0.9,-3,-1,3
COc1ccc2nc(NC(=O)CCN3C(=S)NC(C)(C)CC3C)sc2c1 (configuration not stated),-4,0.2,0,1,-11,1.3,-8,3,22
Cc1ccc(S(=O)(=O)N(C)CC(=O)Nc2ccc3c(c2)OCO3)cc1,-16,1.3,-1,0,-7,0.8,-1,0,15
Cc1ccc(CNC(=O)C2(c3cccs3)CCOCC2)cc1,-13,-0.2,-2,3,-6,0.5,-5,-35,19
Cc1csc(=O)n1CC(=O)OCC(=O)NCc1ccc(Cl)cc1Cl,-15,-0.8,-1,1,0,0.2,-2,-2,4
Cc1onc(-c2ccccc2)c1C(=O)N1CCN(c2ccccc2F)CC1,-17,4.1,-11,2,-19,2.5,-4,4,-7
Cc1c(C(=O)Nc2cccc(F)c2)cnn1-c1ccccc1,5,5.9,-22,2,-14,6.6,0,-2,12
CCc1ccc(C(C)NC(=O)Cn2cnc3c(=O)n(C)c(=O)n(C)c32)cc1 (configuration not stated),-11,8.4,-7,38*,15,1.3,10,1,-5
CCOc1ccc(Nc2oc(-c3cccc(Cl)c3)nc2C#N)cc1,-12,0.5,0,2,-12,0.4,-2,21,13
O=C(CN1CCN(S(=O)(=O)c2ccc(F)cc2)CC1)N1CCOCC1,0,-0.2,-10,0,3,0.0,-2,-10,-14
Cc1ccc2c(c1)c1nnc(SCC(=O)Nc3ccccc3C(F)(F)F)nc1n2CC(=O)O,-10,-0.9,2,8,15,4.8,-5,-2,1
Cc1ccc(C(=O)OC(C)C(=O)Nc2ccc3c(c2)OCO3)c(O)c1 (configuration not stated),-13,0.2,-7,4,-9,0.3,-4,-18,6
COc1ccc(C(C(=O)NCCC(C)C)N(CCO)C(=O)c2snc(C(N)=O)c2N)cc1OC (configuration not stated),-8,0.6,-11,0,-7,-0.1,-1,-5,0
COc1ccc(CCNC(=O)C2CCC(=O)N(C3CC3)C2)c(OC)c1 (configuration not stated),2,1.2,-1,0,-1,0.7,-3,-13,11
